# Assay outcomes deposited in PubChem by National Center for Advancing Translational Sciences (NCATS).
# SW480 rereplic = A quantitative high throughput screen for small molecules that induce DNA re-replication in SW480 colon adenocarcinoma cells; SW480 DNA re-replication, Hoechst DNA content imaging, 48 h; Potency, µM (highest dose often 46.1 µM), for inactives: at the highest dose re-replication activation, actives largely listed as activators; 340,000 tested, 1.8% active; note: potency is the fitted concentration of half-maximal effect; % of control where 0% means no effect; nearly all actives have a fitted effect of over 55% in size
#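 Quantitative HTS format with DMSO vehicle controls; 48 hr drug incubation at 37 C, then 40 min Hoechst staining and scanning imager measurement at 405 nm excitation.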
# MCF10A rereplic = A quantitative high throughput screen for small molecules that induce DNA re-replication in MCF 10a normal breast cells; Potency, µM (titrated, usually from 46.1 µM), for the others: top-dose activity, positive = re-replication, usual class: activators; 350,000 tested, 2.9% active; MCF 10A DNA re-replication, Hoechst nuclear intensity, 48 h; note: potency is the fitted concentration of half-maximal effect; % of control where 0% means no effect; nearly all actives have a fitted effect of over 50% in size
# WRN inhibitor = qHTS for Inhibitors of WRN Helicase | 360,000 tested, 0.46% active | WRN helicase unwinding, fluorescent forked duplex, kinetic | Bifunctional 3'-5' exonuclease/ATP-dependent helicase WRN (Homo sapiens), Q14191 | Potency, µM (top dose mostly 114 µM), without a hit: at the top dose activity change, negative = inhibition, most hits filed as inhibitors | AID 651768, 2012; note: potency is the fitted concentration of half-maximal effect; % is set by controls: 0 for no effect and ±100 for the full control effect; nearly all actives have a fitted effect of over 55% in size
# Target sequence (Q14191 whole entry, looked up): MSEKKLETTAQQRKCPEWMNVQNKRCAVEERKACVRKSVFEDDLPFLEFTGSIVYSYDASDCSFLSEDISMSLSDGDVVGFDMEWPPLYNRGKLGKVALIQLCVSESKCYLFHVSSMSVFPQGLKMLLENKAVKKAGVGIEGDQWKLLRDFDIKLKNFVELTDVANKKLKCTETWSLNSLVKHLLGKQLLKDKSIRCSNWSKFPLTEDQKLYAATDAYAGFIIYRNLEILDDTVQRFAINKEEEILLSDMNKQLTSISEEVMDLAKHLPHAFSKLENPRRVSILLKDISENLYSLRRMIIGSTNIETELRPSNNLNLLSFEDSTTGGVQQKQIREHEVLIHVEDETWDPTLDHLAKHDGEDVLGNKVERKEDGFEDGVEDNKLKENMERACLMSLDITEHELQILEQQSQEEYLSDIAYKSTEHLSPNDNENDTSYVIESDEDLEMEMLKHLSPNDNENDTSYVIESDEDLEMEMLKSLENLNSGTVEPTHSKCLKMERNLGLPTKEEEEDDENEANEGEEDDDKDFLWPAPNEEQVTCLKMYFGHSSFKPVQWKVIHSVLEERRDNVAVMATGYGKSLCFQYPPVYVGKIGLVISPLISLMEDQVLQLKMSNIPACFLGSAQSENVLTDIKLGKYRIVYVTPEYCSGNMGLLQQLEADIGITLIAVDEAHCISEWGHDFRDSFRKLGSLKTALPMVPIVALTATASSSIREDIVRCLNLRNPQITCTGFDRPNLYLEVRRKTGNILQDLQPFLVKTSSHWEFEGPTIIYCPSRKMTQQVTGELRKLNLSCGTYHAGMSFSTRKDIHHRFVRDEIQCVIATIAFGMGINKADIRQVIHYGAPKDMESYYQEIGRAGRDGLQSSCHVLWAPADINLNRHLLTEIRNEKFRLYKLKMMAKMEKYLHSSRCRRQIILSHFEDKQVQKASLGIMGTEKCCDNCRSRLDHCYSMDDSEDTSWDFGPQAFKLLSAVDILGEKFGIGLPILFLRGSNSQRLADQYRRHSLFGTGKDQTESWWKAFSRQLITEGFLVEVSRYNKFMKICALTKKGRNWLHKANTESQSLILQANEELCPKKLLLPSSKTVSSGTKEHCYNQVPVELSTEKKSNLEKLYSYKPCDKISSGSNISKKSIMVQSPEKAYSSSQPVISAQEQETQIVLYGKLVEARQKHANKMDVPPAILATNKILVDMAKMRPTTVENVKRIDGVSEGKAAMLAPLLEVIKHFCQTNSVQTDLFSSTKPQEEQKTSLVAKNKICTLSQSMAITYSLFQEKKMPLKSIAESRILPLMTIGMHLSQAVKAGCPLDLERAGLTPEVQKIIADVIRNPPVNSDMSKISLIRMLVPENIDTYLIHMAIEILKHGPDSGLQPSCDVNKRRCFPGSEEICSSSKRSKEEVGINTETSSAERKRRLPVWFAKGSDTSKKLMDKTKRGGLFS
#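 Screening of the MLSMR collection measured strand separation of a quenched forked DNA duplex (100 nM) by 20 nM WRN with 2 mM ATP, all final. Compounds were preincubated with enzyme 15 min at room temperature.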
# IL1B secr inh = qHTS for Inhibitors of Inflammasome Signaling: IL-1-beta AlphaLISA Primary Screen | activity change, % at 57.5 µM | 360,000 tested, 4.7% active | THP-1 LPS/ATP IL-1B secretion, AlphaLISA, 16 h; stronger effect = lower value; in the data active = activity change below about -50%; inconclusive = mostly about -30% to -49%; note: % is set by controls: 0 for no effect and ±100 for the full control effect
#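 THP-1 cells pretreated 1 hr with compounds (up to 57.5 uM final), then stimulated with LPS (250 ng/mL final) plus ATP (1.25 mM final); secreted IL-1B measured by AlphaLISA after 16 hr, decreased signal indicating inhibition.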
# HT1080NT lethal = qHTS for induction of synthetic lethality in tumor cells producing 2HG: qHTS for the HT-1080-NT fibrosarcoma cell line | 360,000 tested, 1.6% active | Potency, µM (doses to about 46.1 µM), for inactives: at the highest dose activity, negative = less viability, actives largely listed as cytotoxic | AID 686970, 2013 | HT-1080-NT fibrosarcoma viability, CellTiter-Glo ATP luminescence, 48 h;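 note: NT is the 2HG producing partner of a matched IDH1 knockdown line; potency is the fitted concentration of half-maximal effect; 0% = DMSO-treated cells and -100% = media-only wells without cells; nearly all actives have a fitted effect of over 55% in size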
#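 Read-out is CellTiter-Glo luminescence after 10 minutes at room temperature, following 48 hours' compound treatment of HT-1080-NT cells (750 cells/well, RPMI, 5% FBS, 37 degrees C).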
# KB-V1 cytotox = qHTS assay for MDR1-selective chemotherapeutics: Primary screen using the drug-selected MDR subline cells KB-V1. KB-V1 MDR cells viability, CellTiter-Glo, 72 h. Potency, µM (series often up to 46.1 µM), inactives show top-dose activity change, negative = cytotoxicity, hits mostly cytotoxic. 400,000 tested, 3.4% active; note: potency is the fitted concentration of half-maximal effect; % is set by controls: 0 for no effect and ±100 for the full control effect; nearly all actives have a fitted effect of over 60% in size
#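 Cells of the MDR subline KB-V1 are plated, dosed with compound at multiple concentrations, and incubated 72 h at 37 degrees C; CellTiter-Glo is then added and luminescence read after 10 min.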
# ATXN2 expr inh = Primary qHTS for Inhibitors of ATXN expression | HEK-293 ATXN2-luciferase reporter, luminescence, 24 h | Potency, µM (titrated, usually from 57 µM), without a hit: at the top dose activity change, negative = inhibition, hits mostly inhibitors | 360,000 tested, 0.72% active | AID 1745845, 2022; note: potency is the fitted concentration of half-maximal effect; % is set by controls: 0 for no effect and ±100 for the full control effect; nearly all actives have a fitted effect of over 55% in size
#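 qHTS (up to 57 uM final) was run with 24 h compound exposure of reporter cells at 37 °C. Each well was multiplexed: SteadyGlo luminescence measured ATXN2-luciferase expression after a fluorogenic Gly-Phe-AFC viability readout (25 uM final).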
# KB-3-1 tox = qHTS assay for MDR1-selective chemotherapeutics: Primary screen using the parental adenocarcinoma cell KB-3-1; AID 1347075, 2019; 400,000 tested, 1.4% active; Potency, µM (highest dose often 46.1 µM), for inactives: at the top dose activity change, negative = cytotoxic, most hits filed as cytotoxic; KB-3-1 viability, CellTiter-Glo ATP luminescence, 72 h; note: potency is the fitted concentration of half-maximal effect; % is set by controls: 0 for no effect and ±100 for the full control effect; nearly all actives have a fitted effect of over 60% in size
#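 Parental KB-3-1 adenocarcinoma cells in phenol-red-free DMEM with 10% FBS were pin-treated with compounds at several concentrations, incubated 72 h at 37 °C, and viability read by CellTiter-Glo luminescence; concentration-effect curves were fitted after normalization.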
# HT1080 IDH1KD tx = qHTS for induction of synthetic lethality in tumor cells producing 2HG: qHTS for the HT-1080-IDH1KD cell line. HT-1080 IDH1 knockdown viability, ATP luminescence, 48 h. Potency, µM (top dose mostly 46.1 µM), inactives show at the highest dose activity, negative = toxicity, actives largely listed as cytotoxic. 360,000 tested, 2% active. AID 686971, 2013;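 note: potency is the fitted concentration of half-maximal effect; 0% = DMSO wells and -100% = cell-free medium wells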
#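 Luminescent ATP read-out (CellTiter-Glo, 10 min at room temperature) after 48 h compound exposure at 37 °C gave viability of IDH1-knockdown HT-1080 cells. Activity was normalised to DMSO and cell-free wells, then fitted as concentration-response curves.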
# Starred values were filed as active, the others as inactive; ? = inconclusive; · = no result given; [ ] = dose if it differs, or a comment. Unless noted, calls come from the whole dose curve; as a rule, active = well fitted curve in the direction sought with a large enough effect; inconclusive = small, poorly fitted or top-dose-only effect, or another doubt; inactive = no such curve, though single readings can be large; an effect the other way counts as inactive or inconclusive. An excerpt; the hit share may differ from the screen's.
SMILES,SW480 rereplic,MCF10A rereplic,WRN inhibitor,IL1B secr inh,HT1080NT lethal,KB-V1 cytotox,ATXN2 expr inh,KB-3-1 tox,HT1080 IDH1KD tx
CC1(C)C2([N+](=O)[O-])CN3CC1([N+](=O)[O-])CN(C2)C3c1cccnc1 (stereo unspecified),-16%,2%,3%,5,5%,1%,6%,6%,2%
Cc1cc(C(=O)CS(=O)(=O)c2ccc(F)cc2)cc(C)c1OC(=O)N(C)C,-1%,-37%[inhibitor],-9%,41,-4%,?,41%[activator],-2%,-9%
CCc1ccc(CNCCc2ccc(F)cc2)cc1,?,?,2%,-83*,-27%,-26%,-14%,?,-22%
CC(=O)N1CCN(c2ccc(N=Cc3c(O)n(-c4ccc(Cl)cc4)c(=O)[nH]c3=O)cc2)CC1,2%,-2%,-25%[57.1 µM],4,4%,5%,-9%,14%,1%
CCCNC(=O)N1[C@H]2CC[C@@H]1C(C(=O)OC)=C(c1ccccc1)C2,-9%,9%,2%,16,19%,16%,14%,5%,16%
O=C1NC(=O)C2C1C1(Cl)C(Cl)=C(Cl)C2(Cl)C1(Cl)Cl (stereo unspecified),-10%,12%,1%,-9,-6%,0%,-8%,-4%,-6%
CCOC(=O)c1ccc(N2C(=O)CC(N3CCC(O)(c4ccc(Cl)cc4)CC3)C2=O)cc1 (stereo unspecified),-4%,?,2%,15,-2%,29%,2%,11%,-9%
CN(C)CCCN=Cc1c(O)n(CCc2ccc(F)cc2)c(=O)[nH]c1=O,-7%,2%,6%,-1,4%,13%,-15%,15%,5%
C=CCn1c(O)c(Cc2ccc(OCC)cc2)c(=O)[nH]c1=O,-5%,-1%,5%,9,-2%,18%,18%,1%,13%
CCCCCCn1c(=O)c(C(=O)Nc2ncccc2O)c(O)c2ccccc21,-3%,-7%,-6%,10,5%,?,·,7.3µM*,-3%
CCOC(=O)C1(c2ccccc2)CCN(CC(=O)Nc2ccc(C)cc2)CC1,?,8%,-6%,10,7%,?,·,-5%,1%
CCC1CCCCN1P(=O)(c1ccc(C)o1)C(C)(C)C (stereo unspecified),12%,-6%,0%,3,9%,-6%,-2%,0%,5%
CCS(=O)(=O)NCc1nnc2n1-c1ccc(Br)cc1C(c1ccccc1Cl)=NC2,-5%,0%,2%,12,3%,18%,·,2%,8%
CCOc1cc2c(cc1OCC)-n1cccc1C(c1ccc(OC(F)F)cc1)NC2 (stereo unspecified),3%,-8%,-5%,-26,?,-2%,?,-25%,?
Cc1ccc(-c2nc3ccccc3c(=O)n2-c2ccncc2)cc1,-15%,-1%,-2%,-7,3%,?,-2%,11%,-2%
O=C1C2CCCN2C(c2cccs2)N1c1ccc(Cl)cc1 (stereo unspecified),3%,?,0%,19,-14%,?,131%[activator],?,-21%
COc1ccccc1CN1CCN(Cc2ccc(Cl)cc2)CC1,13%,17%,-2%,-3,-3%,-11%,-1%,-4%,2%
CC(C)(C)C(=O)N1Cc2cnnn2-c2ccccc2C1C#N (stereo unspecified),9%[9.22 µM],-9%,-4%,18,10%,3%,6%,15%,10%
COC(=O)COc1cc(C)cc2oc(=O)c3c(c12)CCCC3,-5%,-6%,-9%,23,2%,5%,4%,2%,0%
NCCc1c[nH]c2ccccc12,3%,1%,2%,-13,1%,-17%,-17%,0%,-2%
Cc1[nH]nc2ccc(-c3cncc(OC[C@@H](N)Cc4c[nH]c5ccccc45)c3)cc12,?,2.3µM*,-31%,-104*,18µM*,26µM*,2.2µM*,?,10µM*
CCOC(=O)c1ccc(N=Cc2c(O)n(-c3ccc(OC)cc3)c(=S)[nH]c2=O)cc1,0%,-3%,?,-15,-2%,0%,·,7%,?
O=C1NC(=O)C(CCc2ccncc2)(CCc2ccccn2)C(=O)N1c1ccc(Br)cc1 (stereo unspecified),4%,0%,-30%,24,-11%,-2%,15%[11.3 µM],-25%,-22%
CCOc1ccccc1Oc1coc2cc(OC(=O)N(C)C)ccc2c1=O,-10%,-2%,-3%,-7,-5%,-6%,·,-7%,6%
C[C@H]1COC(=O)[C@H](Cc2ccc(F)cc2)CC/C=C/C[C@@H](CC(=O)N(CCO)Cc2ccccc2)C(=O)N1,-9%,?,-4%,18,7%,0%,3%,0%,8%

# (more compounds)
SMILES,SW480 rereplic,MCF10A rereplic,WRN inhibitor,IL1B secr inh,HT1080NT lethal,KB-V1 cytotox,ATXN2 expr inh,KB-3-1 tox,HT1080 IDH1KD tx
O=c1[nH]c(=O)n(-c2cccc3ccccc23)c(O)c1/C=N/N1CCCCC1,-1%,-2%,-13%,14,2%,14%,34%,-4%,0%
N#C/C(=C\c1ccc(N2CCCCC2)c([N+](=O)[O-])c1)c1nn(-c2ccccc2)c(N)c1C#N,-92%[inhibitor],?,6%,-8,1%,?,3%,8%,-11%
O=C1NC(=O)C2(Cc3ccccc3N3CCCC32)C(=O)N1c1cccc(Cl)c1 (stereo unspecified),3%,26%,-17%,23,0%,9%,2%,7%,2%
COc1ccc(CN2CCN(C(=O)Cc3ccccc3)CC2)cc1OC,·,·,24%,6,-3%,-23%,·,6%,0%
CSc1nc(N2CCN(C)CC2)c2ccccc2n1,-2%,?,-9%,-4,-15%,-15%,6%,0%,-5%
Cc1ccccc1-n1c(-c2ccc([N+](=O)[O-])cc2)nc2ccccc2c1=O,-3%,-15%,-5%[57.1 µM],11,-17%,-29%,-30%[11.3 µM],-15%,-2%
Fc1ccccc1CN1Cc2ccccc2-n2nncc2C1,·,·,6%,33,5%,-14%,-12%,0%,-1%
CSc1ccc(CN2CCN(Cc3ccccc3Cl)CC2)cc1,9%,5%,10%,-1,0%,-1%,·,-1%,1%
CCOc1ccc(-n2c(-c3cccs3)nc3ccccc3c2=O)cc1,3%,-8%,2%,22,0%,-9%,?,3%,10%
O=C(Cc1ccccc1)N1CCN(Cc2ccccn2)CC1,-5%,-3%,-24%,4,7%,7%,9%,6%,13%
CC(=O)N1N=C(c2c(O)n(C)c(=O)n(C)c2=O)CC1c1ccccc1 (stereo unspecified),13%,16%,-18%,77,-23%,7%,-11%,0%,?
Cc1cccc(C(O)(C(=O)NNC(=O)CN2CCN(C)CC2)c2cccc(C)c2)c1,-3%,-2%,3%,14,4%,5%,8%,4%,9%
CCOc1ccc(N2C(=O)NC(=O)/C(=C\c3cc(OC)c(OC)cc3[N+](=O)[O-])C2=O)cc1,?,19%,?,-15,?,-1%,?,-5%,-21%
CSCCC(c1nnnn1Cc1ccccc1)N1CCC2(CC1)C(=O)NCN2c1ccccc1 (stereo unspecified),·,·,5%,0,?,15µM*,-24%,-12%,-18%
COC(=O)C(O)(c1cn(C)c2ccccc12)C(F)(F)F (stereo unspecified),2%,-1%,5%,30,6%,6%,1%,19%,19%
CCN(CC)CCCOC(=O)C(OC(C)C)(c1ccccc1)c1ccccc1,?,2%,0%,-56*,?,8.2µM*,?,?,?
Cc1cc(OCC(=O)OC(C)(C)C)c2c3c(c(=O)oc2c1)CCC3,-4%,-1%,-24%,32,-1%,2%,-7%,-3%,-3%
COc1ccc(C(c2nnnn2-c2ccc3c(c2)OCCO3)N2CCC3(CC2)C(=O)NCN3c2ccccc2)cc1 (stereo unspecified),·,·,4%,-5,-28%,?,-23%,?,?
COc1cc(C2c3cc4c(cc3CC3COC(=O)C32)OCO4)cc(OC)c1OC (stereo unspecified),?,6.5µM*,-6%,46,0.37µM*,0.58µM*,-3%,0.92µM*,0.23µM*
